Screening results: PubChem, Small Molecule Screening Facility, UW Madison
SSB-PriA inh = K. pneumoniae PriA-SSBct interaction inhibition; AlphaScreen SSBct-PriA binding, biotinylated peptide; inhibition, % at 33 µM; actives 0.6% (n = 430,000); in the data active = inhibition mostly above about 37%, no sharp cut-off; inactive = mostly below about 20%;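 note: plate controls were negative control peptide for no effect and reference peptide for full effect; strong numbers were not always called active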
* hit, by the source's call; & = joins results of further samples. A portion of the library. The share of hits here may be higher or lower than overall.

SMILES	SSB-PriA inh
CO[C@@H](CNC(=O)COc1ccccc1F)c1ccco1	-9
O=C(N1CCc2oncc2C1)C1(c2ccc(Cl)cc2)CCCC1	-6
COc1ccccc1NC(=O)CN1CCC(c2nnc(-c3ccsc3)o2)CC1	1
O=S(=O)(c1ccc2c(c1)CCCC2)N1CCOC(c2ccccc2)C1 (stereo unspecified)	3
Cn1nc(CN(C(=O)c2ccccc2C(F)(F)F)C2CCCC2)c2c1CCC2	14
c1ccc(CSc2nsc(=NC(=Nc3ccccc3)c3ccccc3)n2-c2ccccc2)cc1	-8
O=C(/C=C/c1ccc([N+](=O)[O-])s1)Nc1ccccc1-c1nc2ccccc2o1	-15
Cc1ccccc1OCC(=O)NN=Cc1ccc([N+](=O)[O-])o1	2
COc1cc(COCC2CCN(Cc3cn4ccccc4n3)CC2)cc(OC)c1	-5
COC(=O)C(C)Sc1ccc2nnc(-c3ccncc3)n2n1 (stereo unspecified)	1
CC1=N/C(=C\c2cc(Br)cc(Br)c2O)C(=O)O1	-15
O=C(NCCn1nc(-c2ccccc2)ccc1=O)c1ccc2ccccc2n1	-3
O=C(C1CCCN(c2ccc(-c3ccc(Cl)cc3)nn2)C1)N1CCOCC1 (stereo unspecified)	-5
Cc1cc(C)nc(NN=Cc2sccc2C)n1	-5
CC(NC(=O)c1cnc2n(c1=O)CCS2)C12CC3CC(CC(C3)C1)C2 (stereo unspecified)	-18
O=C(COc1ccccc1)Nc1nc2c(s1)COCC2	-15
O=C(Nc1ccc2cn[nH]c2c1)c1ccccc1C(F)(F)F	-12
CN(C)S(=O)(=O)N1CCC(Oc2ccc(C#N)cn2)CC1	5
COc1ccc(-c2nnc(NC(=O)CSc3nncn3C)s2)c(OC)c1	-3
COc1ccc(CCn2c(=O)c3ncccc3n(CC(=O)Nc3ccccc3F)c2=O)cc1OC	-12
Cn1nc(CN(Cc2ccco2)C(=O)c2cccnc2)cc1C1CC1	-7
O=C(NCCOc1ccccc1)N(CCc1ccccc1)Cc1ccccn1	-13
O=[N+]([O-])c1ccc2sc(SCc3nc4ncccn4c3Br)nc2c1	-12
Cc1ccccc1-c1noc(CC2CCCN(C(=O)c3cccn(C)c3=O)C2)n1 (stereo unspecified)	-5
Cc1cc(-c2nnc(NC(=O)c3ccc(Cl)s3)o2)nn1C	6
CCOC(=O)CNC(=O)CSc1nc(=O)n2cccc(C)c2n1	6
Nc1c(C(=O)NCC2CCCO2)sc(=S)n1Cc1ccccc1 (stereo unspecified)	3
Cc1cc(OC2CCN(S(=O)(=O)Cc3ccccc3F)CC2)cc(=O)n1C	-8
Cc1cccc(NC(=O)c2ccc(-n3cccn3)nn2)n1	-8
CC(=NNc1cccc(Cl)c1)C1(C)N(O)C(C)(C)C(c2ccco2)=[N+]1[O-] (stereo unspecified)	7
CC(=O)N1CCCC(=O)CC1	-17
COc1ccc(CC(=O)N2CCC(Cn3ccnc3)CC2)cc1OC	0
COc1ccc(C(=O)/C=C2\C(=O)Nc3ccccc32)cc1	3
O=C(Cn1cnc2ccccc2c1=O)N1CCc2ncncc2C1	-3
Cc1cc(I)ccc1NC(=O)CSc1cccc2cccnc12	45
Cc1ccc(-c2cc(C(=O)NN=Cc3ccco3)n[nH]2)s1	0
Cc1[nH]c2ccccc2c1C(c1ccc([N+](=O)[O-])cc1)C(C#N)C#N (stereo unspecified)	59
CC(=NNC(=O)c1ccc(NN=C(C)c2ccncc2)cc1)c1ccncc1	1
Cc1nc2ccc(NC(=O)Nc3ccccc3Cl)cc2c(=O)n1-c1ccccc1	-12&22
COc1ccc(N2CC(NC(=O)NN3CCOCC3)CC2=O)cc1 (stereo unspecified)	-9
CCOc1cc(-c2cccc(Cl)c2)nc2ccc(C(=O)N3CCN(C(=O)c4ccco4)CC3)cc12	-14
CCOc1ccc(-c2cc(=O)n(CC(=O)NCCc3ccccc3OC)cn2)cc1	0
O=C(NCc1ccc(F)cc1)C(=O)Nc1cc2c3c(c1)CCC(=O)N3CCC2	-10
CSc1ccccc1NC(=O)C(=O)NC[C@@](O)(c1ccco1)C1CC1	-5
Cn1cc(C(=O)NCCc2cccs2)c(S(=O)(=O)N2CCN(c3cccc(Cl)c3)CC2)n1	-10
COc1ccc(Br)cc1C=NNC(=O)CNC(=O)/C=C/c1ccccc1	-4
COC(C#N)c1cccc(F)c1 (stereo unspecified)	5
O=C(Nc1ccc2cn[nH]c2c1)C1CN(S(=O)(=O)C2CC2)C1	2
CN(C)[C@@H](CNC(=O)C(=O)NC1CCCC1)c1ccsc1	-1
Cc1cc(C(=O)Nc2nnc(Cc3ccc(Cl)s3)o2)no1	6
CCS(=O)(=O)NCC1(c2ccsc2)CCCC1	-7
O=S(=O)(NCC(O)c1csc2ccccc12)c1ccc(Cl)s1 (stereo unspecified)	-5
COc1nn(C)cc1C(=O)N1CCC(Cc2n[nH]c(=O)n2-c2ccccc2F)CC1	4
C/C=C\C(=O)Nc1cc(C)nn1-c1nc(-c2ccc(OCC)cc2)cs1	-5
CN(C)c1cc(NN=Cc2ccccc2)nc(N(C)C)n1	4
C=C(C)C1CC=C(C)/C(=N/NC(=O)c2ccncc2)C1 (stereo unspecified)	4
Cc1cc(C)cc(OCCNC(=O)c2c[nH]c(=O)n(C)c2=O)c1	-8
Cc1c(Cl)ccc2sc(NC(=O)c3ccc4ncsc4c3)nc12	-22
CCOC(=O)c1sc(-c2ccccc2)cc1NC(=O)c1cc2ccccc2o1	-22
Cc1ccccc1-c1nsc(SCC(=O)NCc2ccccc2Cl)n1	-16&-3
Further results.
SMILES	SSB-PriA inh
O=C(OCc1cc(-c2cccs2)on1)c1ccc2c(c1)OCO2	-14
Cn1nc(-c2cccs2)cc1C(=O)NCCn1nc(-n2cncn2)ccc1=O	-22
CCc1ccc(S(=O)(=O)NCCCn2ncccc2=O)s1	-10
O=C(Cn1[nH]c(-c2ccc(F)cc2)cc1=O)Nc1ccc(Cl)cc1	-4
CC1(C)CC(=O)c2sc(Nc3nc4c(F)cccc4s3)nc2C1	-6
O=c1ccc(-c2ccncc2)nn1CCNS(=O)(=O)c1ccc(-c2ccccc2)cc1	-12
CC(C)CCOc1ccc(CN)cc1	-3
CS(=O)(=O)N1CCC(C(=O)Nc2nc(-c3ccc(Cl)c(Cl)c3)cs2)CC1	-16
CCCN(C(=O)C(=O)c1c(C)n(C)c2ccccc12)c1ccc(F)cc1	5
CS(=O)(=O)N1CCCCC1C(=O)N(Cc1ccccn1)c1nc2c(F)cccc2s1 (stereo unspecified)	-9
COc1ccc(S(=O)(=O)C(CNC(=O)c2ccc(Br)o2)c2cccs2)cc1 (stereo unspecified)	4&1
Cc1cc(C=c2sc3nc4ccccc4n3c2=O)c(C)n1-c1ccccn1	1
O=C(NCC1(c2cccs2)CCOCC1)c1cc(C(F)(F)F)cc(C(F)(F)F)c1	3
CCOc1ccc(C(=O)Nc2ccc(Cl)cc2)nn1	-9
Cc1ccccc1NCC(=O)NN=C/C=C/c1cccc([N+](=O)[O-])c1	13
O=S(=O)(/C=C/c1ccccc1)N1Cc2cncnc2C1	-16
O=C(NCCn1nc(C(F)(F)F)c2c1CCCC2)c1cc(-c2ccco2)on1	-4
Cc1ccc(C)c(S(=O)(=O)N2CCC(c3nnc(C4CC4)o3)CC2)c1	-16
COc1ccc(C)c2sc(N(Cc3cccnc3)C(=O)CCSc3ccccc3)nc12	-7
COc1ccccc1NS(=O)(=O)c1cccc(C(=O)NN=Cc2ccc(OCC(=O)O)cc2)c1	-16
Cc1ccc(S(=O)(=O)N(CC(=O)NCc2ccco2)C(=O)N2CCN(C)CC2)cc1	3
CC(C)(Oc1ccc(Cl)cc1)C(=O)Nc1cnn([C@H]2CCOC2)c1	-5
COc1ccc(SCCCC(=O)Nc2cccc(Cl)c2Cl)cc1	-62
CCc1nc(=S)c2c(=O)n(C)c(=O)n(C)c2[nH]1	-2
CCOCCn1ccc2c(OCC(=O)NCc3ccccc3Cl)cccc2c1=O	-2
C=CCCC(=O)NCC#CCN(C(C)C)C(C)C	-16
CCOc1ccc(C(O)=C2C(=O)C(=O)N(CCOCCO)C2c2ccccc2)cc1 (stereo unspecified)	-6
CS(=O)(=O)Nc1cccc(NC(=O)CSc2nnc(CCc3nc4ccccc4s3)o2)c1	8
COc1ccccc1N1CCN(CCNS(=O)(=O)c2ccc(F)cc2)CC1	-11
N#Cc1ccc(COCC2CCN(S(=O)(=O)c3ccc4ccccc4c3)CC2)cc1	-2
Cc1ccc(S(=O)(=O)Nc2ccc3c(c2)C(=O)NCCO3)cc1Cl	-15
O=C(c1ccccc1Br)N1CCN(c2ccc(Cl)cc2)CC1	-3
Cc1ccc(-n2nnc(C(=O)OCc3cccc(F)c3)c2C)cc1C	-31
Cn1nc(C2CCN(C(=O)Cc3cccs3)CC2)n(C2CC2)c1=O	-12
CCOC(=O)c1csc(NC(=O)c2cc([N+](=O)[O-])cc([N+](=O)[O-])c2)n1	1
O=C1NC(=S)N/C1=C\c1ccc(OCc2ccc(F)cc2)cc1	1

Reprinted from the entries so far, 3 compounds:
SMILES	SSB-PriA inh
Cn1nc(C2CCN(C(=O)Cc3cccs3)CC2)n(C2CC2)c1=O	-12
CCOC(=O)c1csc(NC(=O)c2cc([N+](=O)[O-])cc([N+](=O)[O-])c2)n1	1
O=C1NC(=S)N/C1=C\c1ccc(OCc2ccc(F)cc2)cc1	1

Other records
SMILES	SSB-PriA inh
Cc1noc(C)c1CC(=O)Nc1nc(C(=O)NCc2cccs2)co1	-4
O=C(Nc1cnn(CC2COc3ccccc3O2)c1)c1cc(=O)c2ccccc2o1 (stereo unspecified)	-8
COc1cc(C=NNC(=O)CCn2cnc(-c3ccccc3)c2-c2ccccc2)ccc1O	40
Cc1nc(C)c(C(=O)N2CCC(Oc3ncccc3C#N)CC2)s1	-17
O=C1CC2(CCN(C(=O)c3cc(-c4ccccc4)on3)C2)Oc2ccccc21 (stereo unspecified)	-4
Cc1cc(C(=O)Nc2sccc2C#N)on1	14
CSc1ncccc1C(=O)N1CCC(CNC(=O)c2cc(C)on2)CC1	-24
CC(=NNc1ccc([N+](=O)[O-])cc1)c1ccc(C)cc1C	-10
COc1c2ccc(C(=O)N3Cc4cnc(N5CCOCC5)nc4C3)cc2nn1C	-3
O=C(c1ccc2c(c1)OCO2)N1CCC(CSc2ccccn2)CC1	-39
CCS(=O)(=O)Nc1ccsc1-c1nc(C2CC2)no1	-8
O=C(CC1CSc2nc3c(cnn3-c3cccc(Cl)c3)c(=O)n21)Nc1ccncc1 (stereo unspecified)	11
O=C1C2C3C=CC(C4CC34)C2C(=O)N1N=Cc1ccc(-c2ccccc2[N+](=O)[O-])o1 (stereo unspecified)	4
O=C(COc1ccc2ccccc2c1)NC[C@]1(O)CCc2ccccc2C1	0
O=C(NN=Cc1cccnc1)c1cccc(F)c1	3
CCN1CCOc2ccc(NC(=O)COc3ccc(Cl)cc3Cl)cc2C1=O	-17
CC(=O)N1CCc2ccc(NC(=O)COc3ccc(F)cc3)cc2C1	-2
C=CCSc1nnc(-c2c[nH]c3ccccc23)n1-c1ccc(F)cc1	-15
CCOc1ccc(C(=O)Nc2sc(C)c(C)c2C(=O)NC(=O)OC)cc1	1
O=C(c1ccc(-c2ccc(F)cc2)cc1)N1CC[C@H](S(=O)(=O)c2ccc(Cl)cc2)C1	-1
CCSc1ccccc1C(=O)NCCCn1ccc2cccnc21	-10
CCn1c2ccccc2c2cc(NC(=O)c3ccc(S(=O)(=O)N4CC(C)OC(C)C4)cc3)ccc21 (stereo unspecified)	6
O=C(NCCC1=CCCCC1)C(=O)Nc1cccc(N2CCCC2=O)c1	3
CN(Cc1nc2ccccc2[nH]1)C(=O)C1CCc2nc[nH]c2C1 (stereo unspecified)	-18
Cc1nnc2ccc(OCCNS(=O)(=O)c3cccs3)nn12	-9
CN(C)C(CNC(=O)Nc1cccc(Cl)c1)c1cccs1 (stereo unspecified)	-1
CCSc1ccccc1C(=O)N1CCC(Oc2cnccn2)CC1	3
Cc1ccc(-c2csc(NC(=O)COc3ccccc3)n2)cc1C	-2
Cc1cc(C(=O)Nc2nnc(-c3ccco3)o2)on1	-13
CCOc1cc(C(=O)Nc2ccc(N3CCCC3=O)c(OC)c2)cc(OCC)c1OCC	2
CCOc1ccc(N2CC(C(=O)NCc3nnnn3-c3ccc(C)cc3)CC2=O)cc1 (stereo unspecified)	-18
Cc1ccc(-n2c(C)nc3ccc(NC(=O)COc4ccccc4Cl)cc3c2=O)cc1	-6
O=C(NN=Cc1cccc(F)c1)c1ccc(Cl)cc1	-10
Cc1ccccc1C(=O)NCCn1cc(SCC(=O)NCCc2ccccc2)c2ccccc21	-9
CC(C)c1cc(C(=O)N2CCc3ccccc32)nn1-c1nc2ccccc2s1	-2

Structures listed so far that contain an aryl thioether with sulfur outside any ring (17):
SMILES	SSB-PriA inh
c1ccc(CSc2nsc(=NC(=Nc3ccccc3)c3ccccc3)n2-c2ccccc2)cc1	-8
COC(=O)C(C)Sc1ccc2nnc(-c3ccncc3)n2n1 (stereo unspecified)	1
COc1ccc(-c2nnc(NC(=O)CSc3nncn3C)s2)c(OC)c1	-3
O=[N+]([O-])c1ccc2sc(SCc3nc4ncccn4c3Br)nc2c1	-12
CCOC(=O)CNC(=O)CSc1nc(=O)n2cccc(C)c2n1	6
Cc1cc(I)ccc1NC(=O)CSc1cccc2cccnc12	45
CSc1ccccc1NC(=O)C(=O)NC[C@@](O)(c1ccco1)C1CC1	-5
Cc1ccccc1-c1nsc(SCC(=O)NCc2ccccc2Cl)n1	-16&-3
COc1ccc(C)c2sc(N(Cc3cccnc3)C(=O)CCSc3ccccc3)nc12	-7
COc1ccc(SCCCC(=O)Nc2cccc(Cl)c2Cl)cc1	-62
CS(=O)(=O)Nc1cccc(NC(=O)CSc2nnc(CCc3nc4ccccc4s3)o2)c1	8
CSc1ncccc1C(=O)N1CCC(CNC(=O)c2cc(C)on2)CC1	-24
O=C(c1ccc2c(c1)OCO2)N1CCC(CSc2ccccn2)CC1	-39
C=CCSc1nnc(-c2c[nH]c3ccccc23)n1-c1ccc(F)cc1	-15
CCSc1ccccc1C(=O)NCCCn1ccc2cccnc21	-10
CCSc1ccccc1C(=O)N1CCC(Oc2cnccn2)CC1	3
Cc1ccccc1C(=O)NCCn1cc(SCC(=O)NCCc2ccccc2)c2ccccc21	-9
